a7 integrin act = activates integrin-mediated alleviation for muscular dystrophy. alpha7betagal myoblasts, beta-gal FDG fluorescence, 48 h. Potency, µM (top dose mostly 38.3 µM), without a hit: top-dose activation, most hits filed as activators. hit rate 0.064% among 350,000;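 note: potency is the fitted concentration of half-maximal effect; 100% = response of the positive control SU9516; nearly all actives have a fitted effect of over 60% in size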
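Alpha7betagal+/- myoblasts (passage 13) were plated 16-24 hr, then exposed to compounds (1:260 dilution of DMSO stock) for 48 hours at 37C. After MPER lysis, β-galactosidase reporter activity was read as FDG fluorescence (ex 480/em 540) after 30 minutes.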
TSG101-PTAP inh = blocks PTAP/TSG101 interaction to inhibit HIV-1 budding. AID 493005. Fluorescence polarization, FITC-PTAP peptide / Tsg101 binding. Q99816. Potency, µM (top dose mostly 115 µM), for the others: top-dose activity change, negative = inhibition, most hits filed as inhibitors. 340,000 tested, under 10 active; active = well fitted inhibition curve with a large enough effect in the main read-out, with a control signal flat, not every such curve was filed as active; inconclusive = small, poorly fitted or top-dose-only effect, or effect the other way, or a change in a side signal; inactive = no such curve, though single readings can be large or run the other way; note: potency is the fitted concentration of half-maximal effect; % of control where 0% means no effect
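Fluorescence anisotropy tracks displacement of a FITC-tagged PTAP peptide (50 nM) from the Tsg101 binding domain (10 uM), following a 20 min room-temperature incubation at pH 7.5.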
MBNL1 CUG block = MBNL1-poly(CUG) RNA binding inhibition; Q9NR56; hit rate 0.036% among 280,000; TR-FRET MBNL1-His/biotin-(CUG)12 binding, 665/545 ratio; Potency, µM (titrated, usually from 57.5 µM), inactives show top-dose activity change, negative = inhibition, usual class: inhibitors; active = well fitted inhibition curve with a large enough effect in the signal ratio, with a control signal flat, not every such curve was filed as active; inconclusive = small, poorly fitted or top-dose-only effect, or effect the other way, or a change in a side signal; inactive = no such curve, though single readings can be large or run the other way; the % refers to the signal ratio; note: potency is the fitted concentration of half-maximal effect; % is set by controls: 0 for no effect and ±100 for the full control effect
Target sequence (Q9NR56 whole entry, looked up): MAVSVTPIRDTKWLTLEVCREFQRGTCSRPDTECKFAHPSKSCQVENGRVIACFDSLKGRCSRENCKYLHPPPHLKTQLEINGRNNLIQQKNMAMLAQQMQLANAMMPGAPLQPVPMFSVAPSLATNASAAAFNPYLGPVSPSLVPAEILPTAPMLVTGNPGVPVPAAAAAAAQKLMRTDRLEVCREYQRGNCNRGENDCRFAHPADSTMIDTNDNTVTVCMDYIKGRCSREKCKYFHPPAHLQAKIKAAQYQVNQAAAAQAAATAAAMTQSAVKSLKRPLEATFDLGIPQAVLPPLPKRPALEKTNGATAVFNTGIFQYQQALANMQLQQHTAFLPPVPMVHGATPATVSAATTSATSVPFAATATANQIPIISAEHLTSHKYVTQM
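Compounds (final 92 nM to 58 uM) are added to His-tagged MBNL1 and biotin-(CUG)12, then terbium anti-His antibody and streptavidin-XL665 (5 nM final). After 60 min at room temperature, the 665/545 nm ratio is read.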
Menin MLL FP TR = menin-MLL binding inhibition, Texas Red mutant peptide | O00255 | Menin + Texas Red MLL mutant peptide, fluorescence polarization | Potency, µM (series often up to 61.6 µM), inactives show at the highest dose FP activity change, negative = inhibition, actives largely listed as inhibitors | hit rate 0.23% among 270,000 | AID 1768; active = well fitted inhibition curve with a large enough effect in the polarisation, with a control signal flat, not every such curve was filed as active; inconclusive = small, poorly fitted or top-dose-only effect, or effect the other way, or a change in a side signal; inactive = no such curve, though single readings can be large or run the other way; the % refers to the polarisation; note: potency is the fitted concentration of half-maximal effect; % of control where 0% means no effect; many of its hits are not listed in these tables
Target sequence (O00255 whole entry, looked up): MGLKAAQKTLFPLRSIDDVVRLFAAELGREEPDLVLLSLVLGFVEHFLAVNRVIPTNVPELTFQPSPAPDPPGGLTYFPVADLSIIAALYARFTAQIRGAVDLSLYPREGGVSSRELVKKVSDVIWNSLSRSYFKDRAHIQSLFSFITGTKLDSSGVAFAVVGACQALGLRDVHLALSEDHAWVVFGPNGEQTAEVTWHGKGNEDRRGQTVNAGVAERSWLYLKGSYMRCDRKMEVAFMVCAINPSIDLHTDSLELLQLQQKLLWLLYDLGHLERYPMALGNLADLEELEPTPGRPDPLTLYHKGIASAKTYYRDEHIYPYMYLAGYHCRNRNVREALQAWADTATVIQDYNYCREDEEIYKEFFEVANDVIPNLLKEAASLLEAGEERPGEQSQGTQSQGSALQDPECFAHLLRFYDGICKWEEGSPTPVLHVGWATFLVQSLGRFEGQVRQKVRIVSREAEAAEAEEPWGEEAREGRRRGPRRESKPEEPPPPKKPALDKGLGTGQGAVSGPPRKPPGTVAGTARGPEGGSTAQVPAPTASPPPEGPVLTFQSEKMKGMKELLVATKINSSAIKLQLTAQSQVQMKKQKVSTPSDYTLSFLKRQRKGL
Mito fusion act = mitochondrial division inhibition or fusion activation | S. cerevisiae fusion-defective mutant growth rescue, CellTiterGlo 48 h | Potency, µM (series often up to 46.1 µM), without a hit: at the highest dose growth rescue (activation), usual class: activators | hit rate 0.23% among 320,000 | AID 485298;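 note: potency is the fitted concentration of half-maximal effect; % of control where 0% means no effect; nearly all actives have a fitted effect of over 45% in size; temperature-sensitive fusion mutants such as fzo1-1 at 37 °C on non-fermentable ethanol glycerol medium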
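Read-out: ATP-based luminescence (CellTiterGlo, 10 min ambient) reporting growth of fusion-defective ts yeast after 48 hours at 37C on glycerol/ethanol YPEG medium in the presence of compound.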
TCR act = T cell receptor activation; primary human leukocytes, anti-CD3, IL-2 HTRF, 48 h; Potency, µM (doses to about 9.22 µM), for the others: at the highest dose activation of IL-2 secretion, actives largely listed as activators; 330,000 tested, under 10 active; AID 504894; note: % of control where 0% means no effect
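Human primary leukocytes + a-CD3 beads + cpd, 48 hr; IL-2 in supernatant by HTRF (ex 320nm / em 665nm). No co-stimulatory signal supplied.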
S-ASM inh = human S-ASM enzyme inhibition; P17405; placental ASM, HMU-PC fluorogenic substrate, 60 min; hit rate 0.006% among 340,000; AID 504937; Potency, µM (top dose mostly 57.5 µM), for the others: top-dose activity change, negative = inhibition, hits mostly inhibitors; note: potency is the fitted concentration of half-maximal effect
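Human placenta-derived ASM enzyme was preincubated with compound for 10 minutes at room temperature, then given fluorogenic substrate HMU-PC0 (9 uM final) for 60 minutes at 37 °C; a pH 10 stop preceded fluorescence reading at Ex 386/Em 447 nm.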
CXXC DNA block = blocks binding of human MLL CXXC domain to DNA | Q03164 | MLL-CXXC / FITC-HOXA9 DNA fluorescence polarization | hit rate 0.037% among 290,000 | AID 2662 | Potency, µM (highest dose often 115 µM), for the others: top-dose activity change, negative = inhibition, usual class: inhibitors; active = well fitted inhibition curve with a large enough effect in the polarisation, with a control signal flat, not every such curve was filed as active; inconclusive = small, poorly fitted or top-dose-only effect, or effect the other way, or a change in a side signal; inactive = no such curve, though single readings can be large or run the other way; the % refers to the polarisation; note: potency is the fitted concentration of half-maximal effect
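Steps: dispense CXXC domain solution (7 uM) → pin compounds or unlabeled HOX-A9 DNA control → 5 min ambient → add FLSN-HOX-A9 solution (50 nM) → spin → 30 min ambient → fluorescence polarization. Tris pH 7.5/NaCl/DTT/BSA buffer.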
TSHR antag = antagonists of human thyroid stimulating hormone receptor. P16473. TSHR-expressing cells, TSH-stimulated cAMP HTRF, 2 h; active compounds read low. activity change, negative = inhibition, % at 11.5 µM. hit rate 0.2% among 330,000. AID 504810;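 active = activity change below a set negative limit, meaning inhibition stronger than a set level, cut at about -70% in these data; inconclusive = activity change between two set negative limits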; note: % is set by controls: 0 for no effect and ±100 for the full control effect
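Cell-based HTRF cAMP assay; TSHR cells + compound, TSH EC80 (4nM final), 2 h, 37 deg C. Lysis with anti-cAMP cryptate and cAMP-d2, 30 min RT, read 665/620 nm.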
A-T KAP1 phos = potential ataxia-telangiectasia treatment; […] A-T fibroblasts, KAP-1 phosphorylation AlphaLISA; neocarzinostatin DNA damage 30 min before lysis; Potency, µM (highest dose often 57.5 µM), inactives show top-dose activation, most hits filed as activators; hit rate 0.19% among 320,000; AID 485349; note: potency is the fitted concentration of half-maximal effect; % of control where 0% means no effect; nearly all actives have a fitted effect of over 45% in size
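hTERT-immortalized A-T patient fibroblasts ([…]), 500 cells/well in OPTI-MEM, 1% FBS, got compounds for 60 min, then NCS for 30 min at 37C. Lysates were then assayed for phospho-KAP-1 by AlphaLISA (anti-pKAP1 donor, anti-KAP1 acceptor beads), 6 hr at 25C.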
An asterisk follows results filed as active; u = inconclusive; x = no result given; & = joins results of further samples; [ ] = remark or other dose. Unless noted, calls come from the whole dose curve; as a rule, active = well fitted curve in the direction sought with a large enough effect; inconclusive = small, poorly fitted or top-dose-only effect, or another doubt; inactive = no such curve, though single readings can be large; an effect the other way counts as inactive or inconclusive. Only part of the results is shown. The share of hits here may be higher or lower than overall.

Each structure is followed by: a7 integrin act, TSG101-PTAP inh, MBNL1 CUG block, Menin MLL FP TR, Mito fusion act, TCR act, S-ASM inh, CXXC DNA block, TSHR antag, A-T KAP1 phos
CN(C)c1cc[n+](CC(=O)Nc2ccc(Cl)c([N+](=O)[O-])c2)cc1
  0%, -6%, u, 9%, -3%, -6%, -2%, 10%, 10, 11%
COc1ccc(/C=C/C(=O)OCC(=O)NCc2ccccc2)cc1OC
  -22%, -3%, x, x, -5%, -3%, -1%, x, 2, 11%
Cc1cccc(NC(=O)CNC(=O)COc2ccc(-c3ccc(C#N)cc3)cc2)c1C
  6%, 0%, 15%, -16%, -5%, 0%[46.1 µM], 5%, -8%, 1, 4%
O=c1c2ccccc2sn1-c1ccc(S(=O)(=O)N2CCCCC2)cc1
  -62%[inhibitor], -2%, x, x, x, 2%, -2%, x, x, x
Cn1c(=O)c(C(=O)CSc2nnc(Nc3ccccc3)s2)c(N)n(Cc2ccccc2)c1=O
  3%, -1%, 0%, x, 1%, 0%, -1%, 28%, -14, -5%
Cc1cccc(-n2c(SCC(=O)NCC3CCCO3)nc3ccccc3c2=O)c1C (configuration not stated)
  11%, 0%, x, x, 1%, x, 2%, x, 13, -20%
CCCCOc1ccc(Cc2c(Cl)nc(SC)nc2N2CCOCC2)cc1
  1%, -1%, x, -9%, 9%, 12%[46.1 µM], -3%, 6%, -35, 0%
COc1cc(C(=O)/C=C/c2cccnc2)c([N+](=O)[O-])cc1OC
  -33%, 4%, x, x, -16%, 6%, 1%, x, -2, 35%
O=C(O)C1CCCCC1C(=O)NCCc1ccccc1 (configuration not stated)
  8%, -9%, 5%, 14%, 0%, x, 4%, 0%, -6, -3%
Cc1sc2ncnc(OCC(=O)N3CCN(S(=O)(=O)c4ccc(Cl)cc4)CC3)c2c1C
  -8%, 1%, 7%, -12%, 4%, -1%, -16%, 11%, -5, -8%
CC1=CC(=O)C(C(C)C)=C/C1=C(\c1cc(C(C)C)c(OP(=O)(O)O)cc1C)c1ccccc1C(=O)O
  -44%, -3%, -1%, u, 13%, -2%, -16%, 42%[activator], 12, -9%
O=C(COc1ccccc1)Nc1nnc(COc2ccccc2)s1
  -21%, x, -4%, x, -1%, 1%, 2%, 22%, -1, 16%
CCOC(=O)C1(CCc2ccccc2)CCN(Cc2c(O)cccc2OC)CC1
  -90%[inhibitor], -1%, 7%, u, 14%, -2%, 6%, -6%, -10, 4%
CC(C)C(=O)NCCc1nc2ccccc2n1CCc1ccccc1
  12%, -1%, -7%, -19%, -3%, 0%, 4%, 3%, -10, -1%
Cc1nn(CC(=O)NCc2cccnc2)c(C)c1[N+](=O)[O-]
  14%, 0%, 2%, -1%, -1%, -2%, 4%, -8%, -4, -1%
CN(CC(=O)Nc1ccc(Cl)c(Cl)c1)C(=O)CC1OC(=O)c2ccccc21 (configuration not stated)
  26%, -4%, x, x, -4%, 6%, -1%, x, -2, -8%
Clc1ccccc1-c1nc(-c2ccncc2)no1
  13%&2%, -5%&-2%, 1%&-5%, 6%&14%, 7%&0%, 4%&-1%, 1%&0%, 0%&11%, 0&0, 4%&5%
CCOC(=O)C1CCCN(C2=NC(=O)/C(=C/c3ccc(OC)c(OC)c3)S2)C1 (configuration not stated)
  -12%, -5%, 12%, u, -1%, 10%, 28%, -5%, -2, 2%
CC(CCOS(N)(=O)=O)c1ccccc1 (configuration not stated)
  3%, -1%, -4%, 11%, 0%, -7%, 0%, -1%, 4, 12%
CC1(C)Cc2c(sc(NC(=O)c3ccc(S(=O)(=O)N4CCCCCC4)cc3)c2C#N)C(C)(C)N1
  7%, x, 4%, u, 1%, 3%, -17%, 5%, 6, -2%

The final 4 entries of the section above come first, to join the parts:
Each structure is followed by: a7 integrin act, TSG101-PTAP inh, MBNL1 CUG block, Menin MLL FP TR, Mito fusion act, TCR act, S-ASM inh, CXXC DNA block, TSHR antag, A-T KAP1 phos
Clc1ccccc1-c1nc(-c2ccncc2)no1
  13%&2%, -5%&-2%, 1%&-5%, 6%&14%, 7%&0%, 4%&-1%, 1%&0%, 0%&11%, 0&0, 4%&5%
CCOC(=O)C1CCCN(C2=NC(=O)/C(=C/c3ccc(OC)c(OC)c3)S2)C1 (configuration not stated)
  -12%, -5%, 12%, u, -1%, 10%, 28%, -5%, -2, 2%
CC(CCOS(N)(=O)=O)c1ccccc1 (configuration not stated)
  3%, -1%, -4%, 11%, 0%, -7%, 0%, -1%, 4, 12%
CC1(C)Cc2c(sc(NC(=O)c3ccc(S(=O)(=O)N4CCCCCC4)cc3)c2C#N)C(C)(C)N1
  7%, x, 4%, u, 1%, 3%, -17%, 5%, 6, -2%
O=C(OCc1ccc(-c2ccccc2)cc1)c1cccc(O)c1
  u, 2%, -7%, x, -27%, 4%, -13%, 27%, 17, 13%
CSc1ccc(CN(C)C(=O)c2ccc(S(=O)(=O)Nc3c(C)n(C)n(-c4ccccc4)c3=O)cc2)cc1
  -16%, -1%, x, x, x, 10%, -3%, x, x, x
O=C(O)c1ccc(CSc2nnc(SCc3ccccc3)s2)cc1
  5%, 3%, -12%, 20%, 1%, 0%, 1%, 0%, -18, 2%
CCOc1ccccc1N(CC(=O)NC1CCCCC1)S(=O)(=O)c1ccc(C)cc1
  16%, 1%, -5%, u, -5%, 3%, -4%, -19%, 30, 17%
O=C(Nc1ccc2c(c1)OCO2)c1c[nH]c(=O)n(-c2ccc(F)cc2)c1=O
  -1%, x, 5%, u, 0%, 1%, -3%, -4%, -7, -3%
COC(=O)c1ccc2c(=O)n(Cc3ccc4c(c3)OCO4)c(=S)[nH]c2c1
  26%, -2%, -5%, u, -5%, -1%, 0%, -9%, 3, 11%
CCCCNc1nc2ccccc2nc1Cl
  -14%, 1%, 6%, 5%, -1%, 2%, 115%[activator], -12%, -1, -3%
O=C(Nc1ccc(F)c(Cl)c1)Nc1cnccn1
  u, -6%, -4%, -7%, -2%, 3%, 4%, 22%, 10, -3%
CCN(CC)CCCNC(=O)c1ccc2c3n(nc2c1)-c1ccc(Cl)cc1CO3
  -34%, 0%, x, x, -2%, 4%, 7%, x, -4, 17%
COC(=O)COc1ccc(S(=O)(=O)NCc2ccc3c(c2)OCO3)cc1C
  -30%, -3%, 3%, 4%, -1%, -6%, 3%, -11%, -3, 9%
Cn1cc(C(=O)N2CCN(c3ccccc3)CC2)c(=O)c2cc(S(=O)(=O)N3CCOCC3)ccc21
  11%, -4%, -1%, x, -2%, -2%, 4%, 34%, -2, 1%
CN(Cc1ccc2c(c1)OCO2)C(=O)c1cc(-c2ccccc2)c(N2CCOCC2)s1
  9%, 1%, x, x, u, x, 11%, x, -23, -11%
COc1ccc(C2CC(C)=NN2C=O)cc1OC (configuration not stated)
  20%, -2%, 2%, 9%, -1%, -10%, 1%, 2%, 2, 4%
Cc1ccc2c(Cl)cc(Cl)c(OCC(=O)NC(=O)NCc3ccco3)c2n1
  -13%, -11%, 3%, -1%, -2%, -7%, -2%, -5%, -4, 7%
COc1ccc(NC(=O)C2CC(c3c(F)cccc3Cl)=NO2)cc1 (configuration not stated)
  0%, -1%, -1%, 4%, -1%, 1%, -2%, 5%, -4, -4%
COc1ccc(C(C)=O)cc1CSCCC(=O)O
  -3%, 0%, 15%, -13%, -1%, 4%, -1%, -6%, -4, -2%
CSc1nc(NC(C)(C)C)nc(Oc2ccc(=O)[nH]n2)n1
  -12%, -4%, 0%, 18%, -2%, -1%, 2%, 0%, 7, 4%
Cc1ccc(-c2c(=O)n(O)c3ccccc3[n+]2[O-])cc1
  -17%, 1%, u, 0%, -3%, -5%, -2%, 19%, -12, -6%
Cc1cc(Cl)ccc1Nc1ncccc1C(N)=O
  -8%, -2%, -9%, 18%, u, -2%[46.1 µM], -5%, 11%, 11, -29%
Cc1ccc(NC(=O)CCNC(=O)c2ccc(Br)cc2)cc1S(=O)(=O)N1CCOCC1
  -4%, -1%, x, x, -2%, 2%, -3%, x, -4, -2%

Compound activity (PubChem)
